Source: PubChem BioAssay
Fh CTSL1 inh: counter-screen for PFM18AAP inhibitors: inhibitors of F. hepatica cathepsin L1 | actives 0.49% (n = 300,000) | recombinant F. hepatica cathepsin L1, Z-Leu-Arg-MCA fluorescence | inhibition, % at 5.96 µM;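 active means inhibition above the mean of all tested compounds plus 3 SD, set per screening campaign, cut at about 17% in these data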;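 further: 0% = plate median of test compound wells and 100% = 1 µM Z-Phe-Ala-diazomethylketone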
PREPL inh: inhibitors of human prolyl oligopeptidase-like enzyme PREPL; actives 0.68% (n = 320,000); Q4J6C6; recombinant PREPL, fluorescence polarization activity-based probe; AID 2751; inhibition, % at 5.96 µM; in the data active means inhibition above about 43%;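 further: 0% = enzyme with DMSO and 100% = wells lacking enzyme; many of its hits are not listed in these tables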
Efflux pump inh: antifungal efflux pump inhibition, Nile Red retention; S. cerevisiae Candida pump triplex; inhibition, % at 10 µM; actives 0.44% (n = 330,000); AID 485275;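 active means plate passing quality check with inhibition over a set limit, or well fluorescence over plate mean plus 4 SD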;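 further: Nile Red retained in pooled yeast measured as flow cytometry median fluorescence; 0% = buffer negative control and 100% = Enniatin B positive control; higher means more Nile Red kept so more efflux inhibition; some compounds called inactive have numbers as strong as hits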
TPT1 inh: C. albicans TPT1 enzyme inhibition. recombinant caTPT1, FP RNA substrate dephosphorylation. inhibition, % at 5 µM. actives 0.81% (n = 300,000);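 active means inhibition above the mean of all tested compounds plus 3 SD, set per screening campaign, cut at about 24% in these data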;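 further: plate controls were DMSO alone for no effect and ferristatin control at 100 nM for full effect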
EBNA-1 inh: blocks EBNA-1 binding to DNA | EBNA-1 DNA binding, fluorescence polarization | inhibition, % at 14.8 µM | actives 0.34% (n = 300,000) | AID 1950; in the data active means inhibition above about 28%
core dimer inh: HCV core protein dimerization inhibition; TR-FRET GST/Flag-core106 dimerization, 1536-well; inhibition, % at 5 µM; actives 0.33% (n = 300,000); AID 1899;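 active means inhibition above the mean of all tested compounds plus 3 SD, set per screening campaign, cut at about 45% in these data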
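Material: GST/Flag-tagged HCV core106 proteins. Incubation: 4 h, 22.5 °C incubation. Read-out basis: inhibition (%) from 671 over 617 nm ratio. Measured by: TR-FRET, excitation 340 nm, emission 617 and 671 nm.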
ZTA DNA inh: counter-screen for EBNA-1 inhibitors: inhibitors of Epstein-Barr virus ZTA. P03206. ZTA-DNA binding, fluorescence polarization. inhibition, % at 11 µM. actives 0.15% (n = 320,000); in the data active means inhibition above about 33%
Target sequence (P03206 whole entry, looked up): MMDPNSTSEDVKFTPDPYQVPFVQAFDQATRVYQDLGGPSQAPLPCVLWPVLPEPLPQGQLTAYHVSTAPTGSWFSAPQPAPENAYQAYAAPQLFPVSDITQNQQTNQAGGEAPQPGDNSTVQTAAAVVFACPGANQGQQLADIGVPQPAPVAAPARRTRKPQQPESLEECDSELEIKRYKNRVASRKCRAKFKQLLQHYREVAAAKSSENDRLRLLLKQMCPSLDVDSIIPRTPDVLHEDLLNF
PP5 primary: inhibitors of human protein phosphatase 5 (PP5). purified PP5c, OMFP substrate fluorescence. inhibition, % at 6.7 µM. actives 0.18% (n = 320,000). AID 1987;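 active means inhibition above the campaign's mean inhibition across all tested compounds plus 3 SD, cut at about 9.5% in these data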;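 further: 0% = DMSO only and 100% = 100 µM cantharidin control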
Target sequence (P53041 whole entry, looked up): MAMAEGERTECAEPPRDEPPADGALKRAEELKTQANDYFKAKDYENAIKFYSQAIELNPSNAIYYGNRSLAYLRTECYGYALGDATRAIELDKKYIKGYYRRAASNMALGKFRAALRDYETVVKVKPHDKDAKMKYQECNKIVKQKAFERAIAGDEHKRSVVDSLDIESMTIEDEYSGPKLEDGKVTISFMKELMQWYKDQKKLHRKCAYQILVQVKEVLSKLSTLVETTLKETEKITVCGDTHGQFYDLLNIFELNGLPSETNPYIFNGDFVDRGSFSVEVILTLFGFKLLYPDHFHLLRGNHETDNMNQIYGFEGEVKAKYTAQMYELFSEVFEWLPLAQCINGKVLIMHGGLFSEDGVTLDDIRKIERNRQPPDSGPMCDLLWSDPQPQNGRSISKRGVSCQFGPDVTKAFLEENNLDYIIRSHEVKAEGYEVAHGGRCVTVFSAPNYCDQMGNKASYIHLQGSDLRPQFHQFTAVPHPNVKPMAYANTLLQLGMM
PP1 counter: counter-screen for PP5 inhibitors: inhibitors of human PP1-alpha. P62136. purified PP1alpha, OMFP fluorescence. inhibition, % at 6.7 µM. actives 0.9% (n = 320,000). AID 2235;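 active means inhibition above the mean inhibition of all tested compounds plus 3 SD, computed separately for each screening campaign, cut at about 15% in these data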
Target sequence (P62136 whole entry, looked up): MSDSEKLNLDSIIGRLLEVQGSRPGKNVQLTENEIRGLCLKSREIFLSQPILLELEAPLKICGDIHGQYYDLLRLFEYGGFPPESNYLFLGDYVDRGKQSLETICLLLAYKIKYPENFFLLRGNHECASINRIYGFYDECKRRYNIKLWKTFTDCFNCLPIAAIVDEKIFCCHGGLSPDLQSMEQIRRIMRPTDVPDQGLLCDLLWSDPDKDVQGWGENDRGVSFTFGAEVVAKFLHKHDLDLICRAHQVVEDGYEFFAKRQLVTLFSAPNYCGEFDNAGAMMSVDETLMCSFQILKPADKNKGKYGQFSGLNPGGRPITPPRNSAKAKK
* marks the source's active call; other numbers are inactive results. The list is partial. The share of hits here may be higher or lower than overall.

Results for COc1ccc(Cl)cc1NC(=O)CN(C)C(=O)Cc1ccc(-c2ccccc2)cc1 ?
PREPL inh: 13; Efflux pump inh: -0.1; ZTA DNA inh: -3; PP5 primary: 2.1; PP1 counter: 3

Results for CCn1nc(C)c(CN2CCN(Cc3ccc(OC)c(C)c3C)C(CCO)C2)c1C (stereo not given) ?
Fh CTSL1 inh: -4; PREPL inh: -1; Efflux pump inh: 0.2; TPT1 inh: 0; EBNA-1 inh: -5; core dimer inh: -12; ZTA DNA inh: 2; PP5 primary: 3.0; PP1 counter: -8

Results for Cn1c(=O)c2c3c(sc2n2c(SCc4ccccc4)nnc12)CCCC3 ?
Fh CTSL1 inh: 1; PREPL inh: 0; Efflux pump inh: 0.0; TPT1 inh: -2; EBNA-1 inh: 6; core dimer inh: 12; ZTA DNA inh: 6; PP5 primary: -2.5; PP1 counter: -4

What do the screens show for `CC(CNC(=O)CN1C(=O)C(=O)N(C2CCCC2)C1=O)c1ccccc1` (stereo not given)?
PREPL inh: 1; Efflux pump inh: 0.1; ZTA DNA inh: 8; PP5 primary: 3.5; PP1 counter: -2

Results for CCOc1ccc(S(=O)(=O)NCCC(=O)NCCOc2ccccc2OC)cc1 ?
Fh CTSL1 inh: 0; PREPL inh: -9; Efflux pump inh: -0.1; TPT1 inh: -5; EBNA-1 inh: -2; core dimer inh: -5; ZTA DNA inh: -3; PP5 primary: -0.5; PP1 counter: -4

What do the screens show for `CC(C)c1ccc(S(=O)(=O)N2CCN(C(=O)CCNS(=O)(=O)c3ccccc3F)CC2)cc1`?
Fh CTSL1 inh: 3; PREPL inh: 5; Efflux pump inh: 0.0; TPT1 inh: 3; EBNA-1 inh: 1; core dimer inh: 1; ZTA DNA inh: 10; PP5 primary: 0.0; PP1 counter: -2

Results for COc1ccc(Nc2ncnc3sccc23)cc1OC ?
Fh CTSL1 inh: 1; PREPL inh: 8; Efflux pump inh: -0.2; TPT1 inh: -1; EBNA-1 inh: 2; core dimer inh: 4; ZTA DNA inh: 9; PP5 primary: 1.9; PP1 counter: -1

How did O=C(c1ccc([N+](=O)[O-])cc1)n1nc(-c2ccccc2)nc1NCc1ccccc1 do in these assays?
Fh CTSL1 inh: -4; PREPL inh: 4; Efflux pump inh: 0.0; TPT1 inh: -4; EBNA-1 inh: -7; core dimer inh: -4; ZTA DNA inh: -13; PP5 primary: 2.9; PP1 counter: 0

What do the screens show for `Cc1c(OCC(=O)NCC(O)c2ccccc2)ccc2c3c(c(=O)oc12)CCCC3` (stereo not given)?
Fh CTSL1 inh: 3; PREPL inh: 2; Efflux pump inh: -0.4; TPT1 inh: -2; EBNA-1 inh: -11; core dimer inh: 0; ZTA DNA inh: -2; PP5 primary: -0.1; PP1 counter: -3

Results for Cc1ccc(Cl)cc1N1CCN(C(=O)CCS(=O)(=O)c2ccc3c(c2)NC(=O)CO3)CC1 ?
Fh CTSL1 inh: 1; PREPL inh: 0; Efflux pump inh: -0.1; TPT1 inh: 0; EBNA-1 inh: 1; core dimer inh: 4; ZTA DNA inh: 3; PP5 primary: 2.3; PP1 counter: 4

Results for S=C(c1ccccc1)N1CCN(C(=S)c2ccccc2)CC1 ?
Fh CTSL1 inh: -5; PREPL inh: -2; Efflux pump inh: -0.2; TPT1 inh: 1; EBNA-1 inh: 2; core dimer inh: -2; ZTA DNA inh: 1; PP5 primary: -0.5; PP1 counter: -3

Results for CN1C2Cc3c(n(C)c4ccccc34)C1CC=C2CO (stereo not given) ?
PREPL inh: 3; Efflux pump inh: -0.1; ZTA DNA inh: 4; PP5 primary: 1.5; PP1 counter: 0

What do the screens show for `COc1cccc(NC(C(=O)Nc2cccc(C(C)=O)c2)c2ccccc2)c1` (stereo not given)?
Fh CTSL1 inh: 4; PREPL inh: 10; Efflux pump inh: -0.9; TPT1 inh: -1; EBNA-1 inh: -1; core dimer inh: 6; ZTA DNA inh: -5; PP5 primary: 0.0; PP1 counter: -4

How did COCCNC(=O)CCCn1c(=O)c2cc(OC)c(OC)cc2n(CC(=O)Nc2ccccc2OC)c1=O do in these assays?
Fh CTSL1 inh: 5; PREPL inh: 2; Efflux pump inh: 0.0; TPT1 inh: 2; EBNA-1 inh: -1; core dimer inh: -1; ZTA DNA inh: 23; PP5 primary: -1.1; PP1 counter: -3

How did Cc1nn(C)c2c(=O)c(=O)c2n(C)[nH]1 do in these assays?
Fh CTSL1 inh: -1; PREPL inh: 0; Efflux pump inh: -0.1; TPT1 inh: 0; EBNA-1 inh: 0; core dimer inh: 1; ZTA DNA inh: -11; PP5 primary: 2.5; PP1 counter: 9

What do the screens show for `COc1ncnc2c1sc1nc(-c3ccccc3)c3c(c12)CCCC3`?
Fh CTSL1 inh: -1; PREPL inh: -11; Efflux pump inh: 0.0; TPT1 inh: -2; EBNA-1 inh: 4; core dimer inh: 10; ZTA DNA inh: 13; PP5 primary: 3.0; PP1 counter: -2

What do the screens show for `O=C(NCc1ccccc1)c1ccc2c(=O)n(CC3CCCO3)c(=S)[nH]c2c1` (stereo not given)?
Fh CTSL1 inh: -1; PREPL inh: 11; Efflux pump inh: -0.2; TPT1 inh: -1; EBNA-1 inh: 6; core dimer inh: 2; ZTA DNA inh: -15; PP5 primary: 1.7; PP1 counter: 1

How did CCCCNC(=S)Nc1ccc(SC(F)F)cc1 do in these assays?
Fh CTSL1 inh: -9; PREPL inh: 3; Efflux pump inh: 0.1; TPT1 inh: 3; EBNA-1 inh: 2; core dimer inh: 0; ZTA DNA inh: -1; PP5 primary: 2.9; PP1 counter: 1

How did Cc1cc(C)c(NC(=O)CS(=O)CC(=O)N2CCN(c3ccccc3)CC2)c(C)c1 (stereo not given) do in these assays?
Fh CTSL1 inh: -4; PREPL inh: 10; Efflux pump inh: 0.0; TPT1 inh: 0; EBNA-1 inh: 2; core dimer inh: 2; ZTA DNA inh: 7; PP5 primary: 0.9; PP1 counter: -6

What do the screens show for `Cc1cccc(OCC(=O)Nc2ccc(S(=O)(=O)N3CCCC3)cc2)c1`?
Fh CTSL1 inh: -3; PREPL inh: -14; Efflux pump inh: 0.1; TPT1 inh: -7; EBNA-1 inh: -4; core dimer inh: 11; ZTA DNA inh: -8; PP5 primary: 3.9; PP1 counter: 1

Results for COc1cccc(CNn2c(-c3cccc(C)c3)nc3ccccc3c2=O)c1O ?
Fh CTSL1 inh: -1; PREPL inh: 7; Efflux pump inh: -0.1; TPT1 inh: -3; EBNA-1 inh: 6; core dimer inh: -4; ZTA DNA inh: -16; PP5 primary: 1.4; PP1 counter: -2

What do the screens show for `CCn1cc(C(=O)N2CCN(c3ccccn3)CC2)c2cc(OC)c(OC)cc2c1=O`?
Fh CTSL1 inh: -5; PREPL inh: 2; Efflux pump inh: 0.1; TPT1 inh: 0; EBNA-1 inh: 3; core dimer inh: 2; ZTA DNA inh: 10; PP5 primary: 0.0; PP1 counter: -3

What do the screens show for `Cc1ccc(C)c(C(=O)CCC(=O)NCc2ccc(Cl)cc2)c1`?
Fh CTSL1 inh: -2; PREPL inh: -7; Efflux pump inh: 0.0; TPT1 inh: 8; EBNA-1 inh: -2; core dimer inh: -4; ZTA DNA inh: 3; PP5 primary: 1.6; PP1 counter: -3

What do the screens show for `CN1CCN(c2ccc(Cl)cc2NC(=O)CCN2C(=O)c3ccccc3C2=O)CC1`?
Fh CTSL1 inh: 4; PREPL inh: 42; Efflux pump inh: -0.1; TPT1 inh: 1; EBNA-1 inh: 2; core dimer inh: -3; ZTA DNA inh: 12; PP5 primary: -0.6; PP1 counter: 0

What do the screens show for `O=C1CCCN1CCCNC(=S)Nc1ccc(Cl)cc1Cl`?
Fh CTSL1 inh: 1; PREPL inh: -2; Efflux pump inh: 0.0; TPT1 inh: -1; EBNA-1 inh: 4; core dimer inh: 3; ZTA DNA inh: 11; PP5 primary: 0.8; PP1 counter: -2

Results for CCOc1ccccc1N1CCN(C(=O)Cc2ccc(S(=O)(=O)N3CCOCC3)s2)CC1 ?
Fh CTSL1 inh: -2; PREPL inh: 12; Efflux pump inh: 0.0; TPT1 inh: 19; EBNA-1 inh: -6; core dimer inh: 2; ZTA DNA inh: -7; PP5 primary: 1.6; PP1 counter: -3

What do the screens show for `CCOc1ccc(CCNC(=O)c2cc(C)nc3ccccc23)cc1OCC`?
Fh CTSL1 inh: 1; PREPL inh: 4; Efflux pump inh: -0.1; TPT1 inh: -1; EBNA-1 inh: 1; core dimer inh: 5; ZTA DNA inh: 3; PP5 primary: 0.0; PP1 counter: -2

How did CC(=O)Nc1ccc(C(=O)NC2CCCC2)cc1 do in these assays?
Fh CTSL1 inh: 0; PREPL inh: 6; Efflux pump inh: 0.1; TPT1 inh: -6; EBNA-1 inh: -1; core dimer inh: 4; ZTA DNA inh: 10; PP5 primary: -1.0; PP1 counter: -5

How did CNC(=S)N1N=C(c2ccc(C)cc2)CC1c1cc(OC)ccc1OC (stereo not given) do in these assays?
Fh CTSL1 inh: 3; PREPL inh: 12; Efflux pump inh: 0.0; TPT1 inh: -4; EBNA-1 inh: 10; core dimer inh: -16; ZTA DNA inh: 12; PP5 primary: 1.7; PP1 counter: -2

What do the screens show for `CCc1ccccc1Nc1nc(N)nc(COC(=O)CCNS(=O)(=O)c2ccccc2)n1`?
Fh CTSL1 inh: -11; PREPL inh: 8; Efflux pump inh: 0.2; TPT1 inh: 7; EBNA-1 inh: -4; core dimer inh: 4; ZTA DNA inh: -9; PP5 primary: -2.5; PP1 counter: 1

What do the screens show for `COc1ccc(N2C(=O)C3CCCN3C2c2cccs2)cc1` (stereo not given)?
Fh CTSL1 inh: -3; PREPL inh: -1; Efflux pump inh: 0.0; TPT1 inh: 1; EBNA-1 inh: 7; core dimer inh: 14; ZTA DNA inh: 1; PP5 primary: -1.5; PP1 counter: 1

Results for COC(=O)c1ccc(C(=S)N2CCOCC2)cc1 ?
Fh CTSL1 inh: 13; PREPL inh: 6; Efflux pump inh: 0.0; TPT1 inh: -2; EBNA-1 inh: 1; core dimer inh: -1; ZTA DNA inh: -13; PP5 primary: -8.1; PP1 counter: -11

Results for CCOC(=O)/C=C1\NC(=O)CS1 ?
Fh CTSL1 inh: 0; PREPL inh: 2; Efflux pump inh: 0.0; TPT1 inh: -3; EBNA-1 inh: -4; core dimer inh: -2; ZTA DNA inh: 6; PP5 primary: -1.0; PP1 counter: -1

How did CCC(=O)c1c[nH]c(C(=O)N2CCN(c3ccccc3)CC2)c1 do in these assays?
Fh CTSL1 inh: -2; PREPL inh: 0; Efflux pump inh: -0.3; TPT1 inh: -4; EBNA-1 inh: 3; core dimer inh: 4; ZTA DNA inh: -3; PP5 primary: 0.4; PP1 counter: 0

What do the screens show for `CC1=C(C(=O)OCc2ccccc2)C(c2ccco2)n2ncnc2N1` (stereo not given)?
Fh CTSL1 inh: 0; PREPL inh: -8; Efflux pump inh: 0.1; TPT1 inh: -2; EBNA-1 inh: 5; core dimer inh: -1; ZTA DNA inh: -5; PP5 primary: 0.5; PP1 counter: -1

How did COc1ccc(NC(=O)c2ccccc2N2C(=O)C3C4C=CC(C5CC45)C3C2=O)c(OC)c1 (stereo not given) do in these assays?
Fh CTSL1 inh: 2; PREPL inh: 10; Efflux pump inh: 0.0; TPT1 inh: 4; EBNA-1 inh: -14; core dimer inh: -6; ZTA DNA inh: 4; PP5 primary: -2.1; PP1 counter: -2

Results for C=CCn1cccc(C(=O)Nc2cc(OC)c(OC)c(OC)c2)c1=O ?
Fh CTSL1 inh: 0; PREPL inh: 4; Efflux pump inh: -0.3; TPT1 inh: 0; EBNA-1 inh: 1; core dimer inh: 2; ZTA DNA inh: 5; PP5 primary: -2.9; PP1 counter: -4
